RBBP9 inh: human RBBP9 hydrolase inhibition | O75884 | recombinant RBBP9, FP-Rh probe fluorescence polarization | inhibition, % at 7.94 µM | 220,000 compounds, 0.2% hits | AID 1515;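 active means inhibition above the campaign mean of all tested compounds plus 3 SD, cut at about 14% in these data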;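 further: plate controls were DMSO wells with RBBP9 for no effect and wells lacking RBBP9 protein for full effect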
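Measured by – fluorescence polarization · Test system – RBBP9 protein · Input – 2.5 µM RBBP9 dispensing solution, before mixing · Measure – percent inhibition from mP, scaled between DMSO and no-protein wells · Benchmarks – DMSO-treated enzyme wells and wells lacking RBBP9 · Times – preincubation 30 min plus labeling 45 min at 25 °C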
NPY-Y2 PAM-ag: potentiates or activates human NPY-Y2 receptor. P49146. cells expressing NPY-Y2, potentiator/agonist read-out. activation, % at 3.6 µM. 220,000 compounds, 0.45% hits; in the data active means activation above about 27%;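 further: cells stimulated with NPY near EC25 plus isoproterenol at EC100; 0% = vehicle plus submaximal agonist and 100% = vehicle plus saturating agonist; some results beyond the cut were filed as inactive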
p97 ATPase inh: human p97 ATPase inhibition | P55072 | inhibition, % at 8 µM | recombinant p97 ATPase, Kinase-Glo ATP luminescence, 3 h | 220,000 compounds, 0.42% hits; in the data active means inhibition above about 15%;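 further: 0% = DMSO vehicle and 100% = wells lacking enzyme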
Hck Nef HTS: inhibitors of human Hck kinase activated by Nef | 220,000 compounds, 0.68% hits | Recombinant Hck-YEEI plus Nef, Z-Lyte FRET kinase assay | AID 463187 | inhibition, % at 20 µM;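 active means Hck-Nef kinase inhibition above about 50%, limit read from the data; inactive means inhibition below that limit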;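 further: 0% = DMSO with Hck plus Nef and 100% = Hck alone without Nef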
Runt-SMMHC FRET: Runt domain-CBFb-SMMHC interaction inhibition | Q01196+Q13951 | Cerulean-Runt/Venus-CBFb-SMMHC FRET ratio 530/480, 1 h | inhibition, % at 20 µM | 220,000 compounds, 0.74% hits | AID 1434;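 active means mean inhibition across duplicate retests at 20 µM reaching about 50%, limit read from the data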;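 further: 0% = DMSO wells and 100% = wells with excess untagged CBFb-SMMHC; inhibitors lower the FRET ratio by blocking Runt binding to CBFb-SMMHC; some results filed as inactive read as strong as hits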
Target sequence (Q01196 whole entry, looked up, the tested form may be a part): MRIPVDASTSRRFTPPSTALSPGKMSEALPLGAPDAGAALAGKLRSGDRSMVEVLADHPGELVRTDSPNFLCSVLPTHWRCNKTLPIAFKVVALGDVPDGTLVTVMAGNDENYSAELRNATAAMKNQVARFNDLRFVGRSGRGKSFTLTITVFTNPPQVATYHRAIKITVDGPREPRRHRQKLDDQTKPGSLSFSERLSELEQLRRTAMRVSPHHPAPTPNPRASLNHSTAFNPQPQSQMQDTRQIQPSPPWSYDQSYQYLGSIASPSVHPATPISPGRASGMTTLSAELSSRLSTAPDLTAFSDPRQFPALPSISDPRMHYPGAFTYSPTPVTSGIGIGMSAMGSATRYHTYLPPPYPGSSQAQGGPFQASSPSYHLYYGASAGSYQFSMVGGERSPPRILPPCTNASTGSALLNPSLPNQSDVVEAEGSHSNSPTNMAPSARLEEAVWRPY
Target sequence (Q13951 whole entry, looked up, the tested form may be a part): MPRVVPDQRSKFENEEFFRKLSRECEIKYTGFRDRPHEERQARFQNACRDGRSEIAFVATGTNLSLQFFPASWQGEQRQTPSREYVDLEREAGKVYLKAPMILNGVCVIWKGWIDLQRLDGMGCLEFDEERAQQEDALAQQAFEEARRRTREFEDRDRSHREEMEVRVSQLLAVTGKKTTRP
Runt-CBFb FRET: inhibitors of human RUNX1 Runt domain binding to CBFb | Q01196+Q13951 | Cerulean-Runt/Venus-CBFb FRET ratio 530/480, 1 h | inhibition, % at 20 µM | 220,000 compounds, 0.46% hits | AID 1496;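 active means inhibition over about 50% at 20 µM in the single-dose screen, limit read from the data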;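 further: 0% = DMSO wells and 100% = excess unlabeled CBFb competitor control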
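Assay system: Cerulean-Runt domain fusion protein, energy donor; Signal: fluorescence energy transfer, 422 nm excitation, 530/480 nm emission; Timing: 1 h compound exposure, room temperature; Control set: unlabeled CBFb; Medium: Tris buffer pH 7.5 with salts and BSA; Compound: single test concentration of 20 µM, 1% DMSO final; Probe or stimulus: Venus-CBFb 100 nM.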
Mdm2 ligase inh: Mdm2 E3 ligase (human) inhibition. Q00987. cell-based MDM2 ubiquitination luciferase reporter, 2 h; 0 = plate control, 100 = twice control, blank-subtracted. signal enhancement, % at 5 µM. 210,000 compounds, 0.11% hits. AID 1230;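 active means signal enhancement of 30% or more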;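 further: luminescence tracks abundance of the self-degrading MDM2-luciferase fusion protein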
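Test system: mammalian cells stably expressing self-ubiquitinating, self-degrading MDM2 E3–luciferase fusion; Amount: 2000 cells in each well; Medium: DMEM; Schedule: 4 h settle plus 2 h compound, 37 °C; Technique: SteadyLite luciferase luminescence after 15 min room-temperature reagent incubation; Benchmarks: plate control and blank wells.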
NPY-Y1 antag: blocks the human neuropeptide Y Y1 receptor; HEK293-CNG Y1 cells, membrane potential fluorescence; NPY at EC95, then isoproterenol; P25929; inhibition, % at 3.6 µM; 200,000 compounds, 1% hits;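 active means inhibition above the campaign mean inhibition of all tested compounds plus 3 SD, cut at about 20% in these data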;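 further: 0% = DMSO wells given NPY plus isoproterenol and 100% = isoproterenol alone without NPY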
Target sequence (P25929 whole entry, looked up): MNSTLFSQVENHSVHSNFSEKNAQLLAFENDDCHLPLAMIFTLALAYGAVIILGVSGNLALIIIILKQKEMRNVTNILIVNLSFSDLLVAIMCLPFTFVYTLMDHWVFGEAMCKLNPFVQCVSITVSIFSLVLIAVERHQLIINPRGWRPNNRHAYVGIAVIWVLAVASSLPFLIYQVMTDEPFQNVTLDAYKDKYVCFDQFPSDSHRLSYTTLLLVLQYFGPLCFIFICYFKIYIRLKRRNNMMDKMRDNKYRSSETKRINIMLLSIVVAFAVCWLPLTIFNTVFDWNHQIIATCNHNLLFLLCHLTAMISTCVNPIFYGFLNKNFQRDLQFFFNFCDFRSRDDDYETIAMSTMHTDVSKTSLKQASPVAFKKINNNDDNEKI
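Material: HEK293 cells with Y1 receptor plus CNG channel; times: compound incubation 1 h at room temperature, readout 45 min post-stimulation; signal: fluorescence, membrane potential probe; read-out basis: fluorescence ratio normalized to % inhibition between controls; benchmarks: full-block control isoproterenol-only wells, zero-block control NPY plus isoproterenol wells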
NPY-Y1 PAM-ag: human NPY-Y1 potentiation or agonism, primary screen. activation, % at 3.6 µM. AID 1304. 220,000 compounds, 0.37% hits. P25929. NPY-Y1 expressing cells, potentiator/agonist activation; in the data active means activation above about 33%, passing the limit was not always enough;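 further: cells stimulated with NPY at EC10 then isoproterenol at EC100; 0% = low agonist plus stimulus and 100% = saturating agonist plus stimulus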
* hit, by the source's call; / = not tested or not shown. Random draw from the library. Share with any hit: about 3.5%.

mol | RBBP9 inh | NPY-Y2 PAM-ag | p97 ATPase inh | Hck Nef HTS | Runt-SMMHC FRET | Runt-CBFb FRET | Mdm2 ligase inh | NPY-Y1 antag | NPY-Y1 PAM-ag
CN(C)CCCNC(=S)Nc1ccc(Br)cc1 | -5 | -22 | 4 | 5 | 0 | 1 | -100 | / | 9
COc1ccc(C2CC(c3c(-c4ccccc4)c4cc(Cl)ccc4[nH]c3=O)=NN2S(C)(=O)=O)cc1OC (centres undefined) | -8 | -16 | -5 | -1 | -5 | -3 | 6 | 4 | -3
CNc1nc(N(C)C)nc(N(C)C)n1 | -12 | -1 | -2 | -1 | 6 | -3 | -4 | -3 | 4
COc1cccc(/C=N/Nc2nc3ccccc3[nH]2)c1OC | 4 | -32 | 8 | 21 | 4 | 4 | -7 | / | -44
Cc1ccc(CNC(=O)C(=O)NCC2OCCN2C(=O)c2ccc(Cl)cc2)cc1 (centres undefined) | -2 | 13 | 3 | -5 | -7 | -5 | / | -1 | 6
COC(=O)/C(=N/Nc1ccccc1C)N1CCCc2ccccc21 | 10 | -20 | -2 | 0 | -6 | -4 | -28 | 36* | -19
COc1ccccc1-n1c(=O)c2c3c(sc2n2c(SC)nnc12)CCC3 | 9 | 1 | 4 | 2 | / | / | / | 1 | 4
Clc1ccc(Oc2cnns2)c(Cl)c1 | -9 | -8 | 4 | -7 | 0 | 1 | -13 | 5 | -1
Cc1ccc(SC(C)C(=O)Nc2c(C)n(C)n(-c3ccccc3)c2=O)cc1 (centres undefined) | 1 | 11 | 2 | 2 | 0 | 0 | -23 | -1 | -6
CC(C)N1C(=O)/C(=C\c2nc3ccccc3c(=O)[nH]2)c2ccccc21 | 0 | 12 | 6 | 4 | -31 | -13 | -1 | -3 | -3
COC(=O)c1cccc(NC(=O)CSc2nc(C)cc(=O)[nH]2)c1 | 3 | -10 | 4 | 14 | 7 | 3 | -6 | 6 | -28
Cc1ccc[n+](CC(=O)Nc2nc3ccccc3s2)c1 | -6 | 2 | 7 | 15 | -5 | 3 | 4 | 2 | 5

Continued, overlapping the part above by 4 compounds.
mol | RBBP9 inh | NPY-Y2 PAM-ag | p97 ATPase inh | Hck Nef HTS | Runt-SMMHC FRET | Runt-CBFb FRET | Mdm2 ligase inh | NPY-Y1 antag | NPY-Y1 PAM-ag
Cc1ccc(SC(C)C(=O)Nc2c(C)n(C)n(-c3ccccc3)c2=O)cc1 (centres undefined) | 1 | 11 | 2 | 2 | 0 | 0 | -23 | -1 | -6
CC(C)N1C(=O)/C(=C\c2nc3ccccc3c(=O)[nH]2)c2ccccc21 | 0 | 12 | 6 | 4 | -31 | -13 | -1 | -3 | -3
COC(=O)c1cccc(NC(=O)CSc2nc(C)cc(=O)[nH]2)c1 | 3 | -10 | 4 | 14 | 7 | 3 | -6 | 6 | -28
Cc1ccc[n+](CC(=O)Nc2nc3ccccc3s2)c1 | -6 | 2 | 7 | 15 | -5 | 3 | 4 | 2 | 5
O=C(Cn1nnc2c(cnn2-c2ccc(F)cc2)c1=O)Nc1ccccc1C(F)(F)F | -6 | 2 | 0 | 17 | 2 | -1 | -3 | 4 | -8
Cc1ccnc2nc(C(=O)OCC(=O)N3CCc4ccccc43)nn12 | -2 | 5 | -4 | -3 | 0 | 1 | -19 | -2 | 6
NC(N)=Nc1nc2ccc(Cl)cc2c(=O)[nH]1 | -4 | 1 | 4 | 35 | 1 | 0 | -7 | 11 | 0
Fc1cc2[nH]c(=S)[nH]c2cc1Cl | -8 | 10 | -2 | -148 | -1 | 3 | -12 | / | 8
COc1ccc(CNC(=S)N2CCN(Cc3ccccc3)CC2)cc1 | 0 | -4 | 0 | 22 | 0 | -2 | / | / | 13
O=C(Nc1ccc(Cl)cc1)N1CCc2ccccc2C1 | -10 | 12 | -3 | 13 | -2 | 0 | -8 | 2 | 25
Cc1ccccc1NC(=O)CN1CCC(n2nnc3ccccc32)CC1 | -4 | -2 | 3 | 0 | -2 | -1 | -23 | 2 | 9
O=C(Nc1cccc(-c2nc3cccnc3s2)c1)c1cccnc1Cl | -7 | 0 | 0 | 20 | 5 | -1 | -8 | / | -6
Cc1cc(-c2n[nH]c(=S)n2/N=C/c2cccc([N+](=O)[O-])c2)n[nH]1 | 3 | 6 | 6 | 7 | 23 | 10 | 4 | 3 | 1
CC(C)(C)c1ccccc1OCCCCN1CCCC1 | -3 | 1 | -4 | 2 | 2 | 2 | -9 | 12 | -12
CCC(CC)NC(=O)Cc1ccc(S(=O)(=O)N2CCOCC2)s1 | -8 | 0 | -5 | -2 | -4 | 0 | -7 | -2 | -16
COCCCNC(=O)CSc1nc2ccc(N3CCOCC3)cc2c(=O)n1CCc1ccccc1 | -5 | -1 | -1 | 1 | / | / | / | -6 | 15

Additional records follow.
canonical_smiles	RBBP9 inh	NPY-Y2 PAM-ag	p97 ATPase inh	Hck Nef HTS	Runt-SMMHC FRET	Runt-CBFb FRET	Mdm2 ligase inh	NPY-Y1 antag	NPY-Y1 PAM-ag
Cc1ccc(OCC(=O)OCC(=O)c2c(N)n(C)c(=O)n(C)c2=O)cc1C	-2	-9	-3	1	1	-2	-14	2	-5
OCCNc1nc(NCCC2=CCCCC2)nc(N2CCOCC2)n1	-5	9	-4	1	1	/	-1	1	7
Cn1nnnc1SCC(=O)NNC(=O)c1ccc(F)cc1	3	5	4	2	0	1	-12	-4	11
Cc1cc(-c2ccccc2)nc2cc(C(=O)NCc3ccco3)nn12	-7	7	1	7	0	6	0	11	2
COc1ccc(CCNC(=O)Nc2ccc3c(c2)OCO3)cc1OC	3	-17	0	6	-1	4	-13	0	-4
CCN(CC)S(=O)(=O)c1ccc(NC2c3ccccc3C(=O)N2Cc2ccco2)cc1 (centres undefined)	0	7	0	1	1	3	-8	2	12
CC(=O)Nc1ccc(S(=O)(=O)Oc2ccc(C(=S)N3CCC(O)CC3)cc2)cc1	-9	8	4	6	7	6	-7	-8	-9
O=C(CC1CCCCC1)Nc1nc2ccccc2s1	-10	-8	-1	22	-4	0	-20	8	-7
COc1ccc(N2CCN(C(=O)CCCC3=NS(=O)(=O)c4ccccc4N3)CC2)cc1	-11	12	2	-1	-4	0	-1	1	5
COc1cccc(/C=N/NC(=S)Nc2cccnc2)c1	-9	-1	2	10	4	1	-6	0	-10
N#C/C(=C\Nc1ccccc1SC(F)(F)F)c1nc(-c2ccc(F)cc2)cs1	9	-18	0	9	-7	-1	-22	2	-2
CCCCOc1ccc(/C=N/NC(=S)Nc2cccc(C)c2C)cc1	2	-9	-5	-3	1	2	-4	2	-1
CCC(C)C(NC(=O)c1ccccc1NC(=O)c1ccco1)C(=O)NC1CCCCC1 (centres undefined)	-4	-2	0	-6	3	-5	-31	5	-7
CC(C)(C)c1cc(NC(=O)Nc2ccc(Cl)cc2Cl)no1	-4	8	-5	14	0	0	-5	/	11
COc1ccc(C2C3=C(CC(C)(C)CC3=O)Nc3nc(C)nn32)cc1OC (centres undefined)	-5	-5	4	18	0	2	-5	/	15

Taken from above.
NPY-Y1 antag, `COc1ccccc1-n1c(=O)c2c3c(sc2n2c(SC)nnc12)CCC3` = 1
NPY-Y1 antag, `Cn1nnnc1SCC(=O)NNC(=O)c1ccc(F)cc1` = -4
Mdm2 ligase inh, `COc1ccc(C2CC(c3c(-c4ccccc4)c4cc(Cl)ccc4[nH]c3=O)=NN2S(C)(=O)=O)cc1OC` (centres undefined) = 6
NPY-Y1 PAM-ag, `OCCNc1nc(NCCC2=CCCCC2)nc(N2CCOCC2)n1` = 7

Next entries.
canonical_smiles	RBBP9 inh	NPY-Y2 PAM-ag	p97 ATPase inh	Hck Nef HTS	Runt-SMMHC FRET	Runt-CBFb FRET	Mdm2 ligase inh	NPY-Y1 antag	NPY-Y1 PAM-ag
O=C1C[C@@H](c2ccc(O[C@@H]3O[C@H](CO)[C@@H](O)[C@H](O)[C@H]3O)cc2)Oc2cc(O)ccc21	2	0	9	-4	-5	0	/	-1	-17
CCOC(=O)N1CCN(Cc2nc(-c3cccc(Cl)c3)no2)CC1	-5	-30	3	37	2	0	-21	1	-17
CC(=O)O[C@@H]1[C@@H](OC(C)=O)[C@H](n2ccc3cc([N+](=O)[O-])ccc32)OC[C@@H]1OC(C)=O	-4	4	1	1	/	/	/	-4	-8
O=C1CN(C(=O)COC(=O)CNC(=O)c2ccc(Br)o2)c2ccccc2N1	6	-9	1	16	-3	0	-31	2	8
O=C(N/N=C/c1ccc([N+](=O)[O-])s1)c1ccccc1Br	-5	3	3	4	1	/	-12	-4	1
CCN1CCN(C(=O)C2c3cc(OC)c(OC)cc3C(=O)N3CCc4ccccc4C23)CC1 (centres undefined)	-7	-20	-2	-1	2	2	-8	-1	-13
COc1cc(-c2nc(Cc3ccccc3Cl)no2)cc(OC)c1OC	1	0	4	0	-11	-6	4	11	-56
O=C1NN(c2ccc(F)c(Cl)c2)C(=O)/C1=C\c1cccc(OC(=O)c2cccs2)c1	1	21	16*	0	4	2	2	4	11
Cc1noc(C)c1C(=O)NCc1ccccc1	-6	4	4	0	1	2	-6	5	1
Cc1nc(P(=O)(c2ccccc2)c2ccccc2)c(N2CCOCC2)o1	-4	-5	3	1	4	0	6	0	-4
COC(=O)c1scc(C#N)c1N/N=C(\C#N)S(=O)(=O)c1ccc(Cl)cc1	-10	-7	8	22	-6	-3	-4	/	-7
CCC(Sc1ccccc1C(=O)O)C(=O)O (centres undefined)	0	13	4	-1	-2	1	-18	-1	-18
COc1ccc(C(NC(=O)CNC(C)=O)C(=O)Nc2ccc3c(c2)OCCO3)cc1 (centres undefined)	3	-20	-1	-2	2	2	-11	0	4
O=S(=O)(CCSc1nc2ccccc2s1)c1nc2ccccc2s1	-3	-6	23*	-2	4	5	-25	-2	-2
Cc1ccc(S(=O)(=O)N2CCCCC2C(=O)N2CCN(Cc3ccccc3)CC2)cc1 (centres undefined)	-7	-2	-3	0	0	-4	-6	5	3
Cn1nc(-c2ccc(Cl)cc2)c2cc(C(=O)NCc3ccco3)sc21	-28	4	3	5	-2	-4	-7	-1	-1
COC(=O)c1ccc(Cl)c(NC(=O)CN2CCC(C)CC2)c1	-4	4	-2	2	0	-3	3	11	-41
